Screens from PubChem.
H37Rv inhibition: M. tuberculosis growth inhibition, HTS (AID 449762); M. tuberculosis H37Rv growth inhibition, 7H9 media; higher % means a stronger effect; inhibition, % at 25 µM, or IC50 in µM where a hit was titrated; 0.59% of 330,000 active; in the data active = a potency from the dose series; inconclusive = inhibition above about 70% without an active follow-up result;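 also: bacterial growth assessed after seven days of incubation; strong numbers were not always called active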
M. tuberculosis: growth inhibition of non-replicating M. tuberculosis (AID 488890); inhibition, % at 25 µM; hits with a dose series show IC50 in µM; 0.39% of 320,000 active; Mycobacterium tuberculosis non-replicating, growth inhibition; higher % means a stronger effect; in the data active = a potency from the dose series; inconclusive = inhibition mostly from about 82% at the one dose, without a potency; inactive = the rest, 99 in 100 with inhibition below about 76%;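 also: plate controls were DMSO cells for no effect and high antibiotic wells for full effect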
inhibitors of VEEV: inhibitors of VEEV TC-83 cytopathic effect, confirmation, Vero cells (AID 588727) | one-dose inhibition, % at 20 µM; IC50 in µM for titrated hits | Vero cells, VEEV TC-83 cytopathic effect inhibition; higher % means a stronger effect | 0.13% of 350,000 active; in the data active = a potency from the dose series; inconclusive = inhibition mostly from about 14% at the one dose, without a potency; inactive = the rest, 99 in 100 with inhibition below about 12%; also: strong numbers were not always called active
influenza NS1A: H1N1 influenza NS1A inhibitors, functional cell based assay (AID 504329). NS1A functional cell-based assay, percent inhibition; higher % means a stronger effect. inhibition, % at 12.5 µM, or IC50 in µM where a hit was titrated. 0.3% of 340,000 active; in the data active = a potency from the dose series; inconclusive = inhibition above about 27% without an active follow-up result; also: strong numbers were not always called active
Salmonella PhoP GFP: PhoP regulon inhibitors, Salmonella typhi PhoP promoter GFP reporter, confirmatory (AID 1850); Salmonella Typhi PhoP-promoter GFP reporter, fluorescence, 4 h; higher % means a stronger effect; 0.33% of 310,000 active; inhibition, % at 50 µM; hits with a dose series show IC50 in µM; in the data active = a potency from the dose series; inconclusive = inhibition mostly from about 25% at the one dose, without a potency; inactive = the rest, 99 in 100 with inhibition below about 19%;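 also: 0% = induced wells with vehicle and 100% = uninduced wells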
inhibitors of VEEV 10K pilot screen: second read-out of inhibitors of VEEV, no call of its own (marks repeat the call); inhibition, %; measured here: 10K pilot screen inhibition
Numbers without * were called inactive; i = inactive; ? = inconclusive; nt = no result given.

SMILES	H37Rv inhibition	M. tuberculosis	inhibitors of VEEV	influenza NS1A	Salmonella PhoP GFP	others
COc1cccc(CN2CCNC(=O)C2CC(=O)NC2CCCCCCC2)c1 (centres undefined)	7%	38%	0.6%	-5%	-16%
CC(=O)/C(=C\N(C)C)Sc1ccc(C)cc1	-7%	-2%	i	nt	6%
COCCNc1ncnc2c1cnn2Cc1ccc(Cl)cc1	-1%	17%	9.3%	-5%	-2%
CC12CCC(=O)N1C(C(=O)N1CCN(c3ccc(C(F)(F)F)cc3[N+](=O)[O-])CC1)CS2 (centres undefined)	4%	-11%	0.3%	19%	-5%
COCCNC(=O)CN1C(=O)NC2(CCCc3ccccc32)C1=O (centres undefined)	-3%	0%	0.7%	-2%	5%
O=C(Nc1nccs1)c1cccc(N2C(=O)c3cccc4c([N+](=O)[O-])ccc(c34)C2=O)c1	21%	-3%	?	-10%	-12%
COc1ccc(C(=O)CN2C(=O)NC3(CCCCC3)C2=O)cc1OC	-2%	-12%	7.2%	-10%	-4%
COc1ccc(OC)c(NC(=O)CCNC(=O)Cn2ccc3ccccc3c2=O)c1	-3%	7%	0.1%	3%	-11%
O=C1Nc2ccccc2S/C1=C/Nc1cccc(Cl)c1	-14%	-15%	2.1%	-2%	-4%
O=C1C2=C(Nc3ccccc3SC2c2ccco2)c2ccccc21 (centres undefined)	9%	27%	7.3%	9%	12µM*

Gathered by group, the compounds so far with a nitro group on carbon.
SMILES	H37Rv inhibition	M. tuberculosis	inhibitors of VEEV	influenza NS1A	Salmonella PhoP GFP	others
CC12CCC(=O)N1C(C(=O)N1CCN(c3ccc(C(F)(F)F)cc3[N+](=O)[O-])CC1)CS2 (centres undefined)	4%	-11%	0.3%	19%	-5%
O=C(Nc1nccs1)c1cccc(N2C(=O)c3cccc4c([N+](=O)[O-])ccc(c34)C2=O)c1	21%	-3%	?	-10%	-12%

Remaining list, next part
SMILES	H37Rv inhibition	M. tuberculosis	inhibitors of VEEV	influenza NS1A	Salmonella PhoP GFP	others
CC(C)(C)CC(=O)NC(=S)N1CCCCCC1	-5%	19%	0.7%	-22%	-5%
COc1ccc(NC(=O)CSc2nnc(C)n2Cc2ccccc2)cc1	-2%	18%	0.1%	4%	1%
Nc1cc2c(cc1[N+](=O)[O-])OCCOCCOCCO2	-8%	-5%	i	5%	3%
COC(=O)[C@]1(Cc2ccccc2)N[C@H](CN(C)C(C)=O)[C@@H]2C(=O)N(C)C(=O)[C@@H]21	-4%	-6%	1.6%	-2%	nt
CCc1cc(=O)oc2cc(C)cc(OCC(=O)NCc3ccncc3)c12	-1%	-18%	0.9%	4%	4%
COc1ccc(CNC(=O)C(=O)NCC(c2ccco2)N2CCOCC2)cc1 (centres undefined)	-3%	-2%	0.8%	-7%	-7%
CCOc1ccccc1OCCOCCN1CCN(Cc2ccccc2)CC1	2%	69%	0.7%	7%	-3%
O=C(O)c1ccc2c(=O)n3c(nc2c1)/C(=C/c1ccc(C(F)(F)F)cc1)CC3	7%	-5%	0.4%	-2%	2%
CCOC(=O)N/N=C(\C)c1ccc(C)c([N+](=O)[O-])c1	4%	-13%	0.5%	-5%	3%
COc1ccc(NC(=S)c2ccc3ccccc3n2)cc1	56%	?	i	9%	15%
Cc1ccc(CC(=O)N2CCN(S(=O)(=O)c3ccccc3)CC2)cc1C	1%	27%	7.6%	11%	6%
O=C1c2ccccc2S(=O)(=O)c2cc(C(=O)N3CCN(c4ccccc4)CC3)ccc21	5%	8%	3.2%	11%	-12%
CCOC(=O)CN(C(=O)c1snc(C(N)=O)c1N)C(C(=O)NCCC(C)C)c1ccc(F)cc1 (centres undefined)	-1%	-3%	i	4%	-2%
COc1ccc(OCC(O)Cn2c(N)nc3c2c(=O)[nH]c(=O)n3C)cc1 (centres undefined)	-6%	-9%	3.2%	-9%	-4%
COc1cc(C[C@@H](C)[C@@H](C)Cc2ccc(O)c(OC)c2)ccc1O	6%	-4%	3.3%	1%	nt
O=C(Cn1ccc(C(F)(F)F)n1)N/N=C/c1cccs1	3%	0%	0.7%	-7%	-4%
CN1CCN(C(=O)COc2ccc(S(=O)(=O)NCc3ccccc3)cc2Cl)CC1	-2%	16%	i	-1%	6%
C=CCNC(=S)Nc1ccc(C(N)=O)cc1	-12%	1%	0.4%	7%	7%
Cc1cc(NC(=O)c2cccnc2)ccc1NC(=O)c1ccco1	5%	-2%	i	-7%	4%
COc1cc(-c2nnc(SCc3c(F)cccc3Cl)o2)cc(OC)c1OC	2%	27%	8.9%	4%	-19%	inhibitors of VEEV 10K pilot screen=7.1
COc1ccc([N+](=O)[O-])cc1NC(=O)C1CCCO1 (centres undefined)	2%	5%	0.6%	8%	1%
Cn1cccc1C(C(=O)NC1CCCCC1)N(C(=O)Cc1cccs1)c1ccc2c(c1)OCO2 (centres undefined)	3%	-1%	i	-2%	-5%
CC(C(=O)Nc1ccccc1F)N1CCN(C)CC1 (centres undefined)	-5%	-2%	nt	nt	-10%
CC1(C)CC2CC(C)(CN2C(=O)COc2cccc3ccccc23)C1 (centres undefined)	2%	13%	3.4%	6%	10%
Oc1ccc(N=C/C=C/c2cccc(Br)c2)cc1-c1nc2ccccc2s1	6%	76%	0.5%	8%	0%
C=CCC1NS(=O)(=O)OCC1NC(=O)OCC(Cl)(Cl)Cl (centres undefined)	7%	11%	0.1%	-2%	2%
COc1cc2c(cc1C1NC(=S)NC(C)=C1C(=O)N(C)C)CCCC2 (centres undefined)	-1%	-3%	0.1%	1%	4%
Cc1ccc(-n2c3c(cc(C(=O)NCc4ccco4)c2=O)C(=O)CC(C)(C)C3)cc1	1%	12%	0.9%	7%	2%
CCc1ccc(OCC(=O)Nc2ccc3c(c2)COC3=O)cc1	?	?	0.6%	10%	3%
Cc1ccc(CNC(=O)CSc2nc(=O)n3cccc(C)c3n2)cc1	-2%	0%	i	-3%	7%
CCOC(=O)N1CCN(C(=O)C2COc3ccccc3O2)CC1 (centres undefined)	2%	-5%	2.5%	-2%	7%
S=C(N/N=C/c1ccc(Cl)cc1)N1CCOCC1	11%	-1%	2.6%	3%	3%
CN1/C(=C\C=O)C(C)(C)c2ccccc21	-3%	-5%	0.1%	1%	2%
COc1ccc(C(=O)NCCCOc2cccc(NC(C)=O)c2)cc1	0%	1%	i	-1%	-2%
Cc1cccc(C)c1NC(=O)CN(C)C(=O)CC1Sc2ccccc2NC1=O (centres undefined)	-7%	12%	1.4%	-7%	-4%
CC1CCN(C(=O)CSc2nnc(Cc3cc(=O)[nH]c(=O)[nH]3)n2-c2ccc(Cl)cc2)CC1	5%	-1%	0.1%	-3%	25%
Cc1c(C)c(C)c2[nH]c(=S)[nH]c2c1C	4%	6%	4.2%	nt	-3%
CCn1cc(C(=O)N[C@H](C(=O)NC(C)(C)CO)C(C)C)c(=O)c2cc3c(cc21)OCO3	2%	-3%	0.2%	-4%	-14%
CC(CCc1ccccc1)NC(=O)COC(=O)c1cccn1C (centres undefined)	-7%	0%	2.0%	-12%	nt
CCn1c(=O)n(CC)c2cc(S(N)(=O)=O)c(C)cc21	10%	-3%	2.3%	4%	-3%
CCCOc1ccc(/C=C/c2c([N+](=O)[O-])c(=O)n(C)c(=O)n2C)cc1	-6%	26%	2.3%	2%	-6%
Cn1cc(CC(=O)N2CCN(c3ccc(Cl)cc3)CC2)c2ccccc21	0%	22%	i	-9%	9%
CN(Cc1ccccc1)C(=O)COC(=O)c1ccc2c(c1)OCO2	6%	47%	i	5%	14%
Cn1c(CC(=O)Nc2ccccc2)nnc1SCC(=O)NC1CCCC1	-1%	-13%	0.7%	-1%	9%
COc1ccc(/C=C/C(=O)OCC(=O)c2ccc3c(c2)NC(=O)CO3)c(OC)c1	13%	11%	i	14%	-4%
COc1ccc(C(=O)NC(=S)NC(C)C)cc1Br	-2%	13%	i	-2%	1%
COCC(C)NC(=O)Cn1c(SCc2ccccc2)nc2ccccc21 (centres undefined)	-2%	-5%	2.0%	-11%	3%
COc1ccc(OC)c(-n2c(SCC(=O)N3CCc4ccccc43)nc3c(c2=O)SCC3)c1	-3%	7%	8.4%	3%	-4%
CC1CCN(S(=O)(=O)N2CCC(C(=O)NCCC3=CCCCC3)CC2)CC1	-5%	22%	0.1%	7%	0%
COC(=O)N(C)c1nc2ccccc2s1	-4%	-3%	0.4%	5%	-7%	inhibitors of VEEV 10K pilot screen=1.2

3 entries drawn at random from the list so far, as already listed:
SMILES	H37Rv inhibition	M. tuberculosis	inhibitors of VEEV	influenza NS1A	Salmonella PhoP GFP	others
CCn1cc(C(=O)N[C@H](C(=O)NC(C)(C)CO)C(C)C)c(=O)c2cc3c(cc21)OCO3	2%	-3%	0.2%	-4%	-14%
CN(Cc1ccccc1)C(=O)COC(=O)c1ccc2c(c1)OCO2	6%	47%	i	5%	14%
Cc1c(C)c(C)c2[nH]c(=S)[nH]c2c1C	4%	6%	4.2%	nt	-3%

Other entries.
SMILES	H37Rv inhibition	M. tuberculosis	inhibitors of VEEV	influenza NS1A	Salmonella PhoP GFP	others
CCOC(=O)c1c(C)[nH]c(C(=O)COC(=O)CCSc2ccccc2)c1C	5%	57%	1.8%	0%	-2%
O=C(Nc1ccc(-n2nncc2-c2ccco2)cc1)c1cc2ccccc2oc1=O	57%	?	11%	2%	-3%	inhibitors of VEEV 10K pilot screen=5.6
NC(=O)c1ccccc1OCC(=O)N1CCCC1c1ccc2c(c1)OCCCO2 (centres undefined)	nt	nt	1.6%	-3%	nt
O=C(Nc1ccc(S(=O)(=O)N2CCCC2)cc1)c1ccccc1	1%	-4%	10%	-3%	12%
Cc1ccc(C)c(N2CCN(C(=O)c3cc4ccccc4oc3=O)CC2)c1	4%	33%	0.9%	-1%	-4%	inhibitors of VEEV 10K pilot screen=1.3
CC(=O)NCc1ccc(S(=O)(=O)NC(C)CCc2ccccc2)cc1 (centres undefined)	8%	1%	2.0%	3%	-3%
O=C(CN1C(=O)COc2ccccc21)N(Cc1cccnc1)Cc1cccc(F)c1	-3%	-9%	2.1%	17%	-4%
CC(=O)Nc1cc(C(=O)N2CCCC2)ccc1Sc1ccc(Cl)cc1	1%	8%	1.3%	12%	3%
O=C(c1ccco1)C12CN3CN(CN(C3)C1)C2	-12%	-1%	i	2%	-4%
Nc1ccc(C(=O)NCc2ccccc2)cc1	-2%	0%	0.1%	-3%	20%
COc1cccc(SCc2noc(C(=O)NC(C)C)c2C(=O)NC(C)C)c1	6%	7%	0.3%	2%	-11%	inhibitors of VEEV 10K pilot screen=2.5
CC1CCCCC1NC(=O)CSc1nnc(-c2ccco2)n1C (centres undefined)	-13%	-5%	0.2%	-14%	nt
O=c1cc(CS(=O)(=O)c2ccccc2)nc(-c2ccncc2)[nH]1	-2%	-11%	1.8%	-10%	7%
CSc1ccccc1OCc1cc(C(=O)N(C)Cc2ccncn2)no1	-9%	2%	7.2%	-4%	-12%
CCn1c(SCC(=O)Nc2ccc3c(c2)OCCO3)nnc1-c1cccnc1	5%	10%	1.9%	0%	-13%
CNC(=O)CSc1nnnn1CCCOC	2%	1%	i	5%	-10%
Cc1n[nH]c(C)c1N1C(=O)c2cccc3cc(Br)cc(c23)C1=O	7%	1%	2.4%	10%	6%
CCn1c2ccc(F)cc2c2nnc(NN)nc21	-1%	-2%	0.1%	-5%	-6%
O=C1C=C(O)c2c(O)cc(O)c(O)c2C1=O	14%	4%	0.5%	15%	?
O=C(NCc1ccncc1)C(=O)NCC1OCCN1S(=O)(=O)c1ccc(Br)cc1 (centres undefined)	-1%	-2%	0.0%	23%	-10%
Cc1cc(C(=O)N/N=C/c2ccc(C)o2)c2ccccc2n1	0%	15%	i	-6%	1%
COC(=O)n1c(=O)oc2cc(S(=O)(=O)N3CCOCC3)ccc21	-15%	-15%	3.6%	-8%	13%
O=[N+]([O-])c1ccc(S(=O)(=O)CC(CN2CCCCC2)N2CCCCC2)cc1 (centres undefined)	21%	74%	4.9%	-3%	-37%
CCc1nnc(NC(=O)c2ccc(S(=O)(=O)NC3CCCCC3)cc2)s1	-7%	1%	i	-6%	-10%
COc1ccc(CN2CC(COCc3ccccc3)Oc3ccccc3S2(=O)=O)cc1 (centres undefined)	nt	nt	1.8%	-10%	nt
O=C(Nc1ncc2c(n1)-c1ccccc1OC2)c1ccc(Cl)cc1Cl	-8%	-5%	0.6%	3%	-9%
CC(C)n1c(SCC(=O)Nc2ccc3c(c2)OCO3)nc2c1c(=O)n(C)c(=O)n2C	-2%	-10%	12%	2%	-5%
